# AID2073: inhibitors of Mint1-CaV2.2 protein interaction, biochemical, HTRF (AID 2073). actives 0.19% (n = 290,000). HTRF protein-protein interaction, Mint1-CaV2.2; higher % means a stronger effect. inhibition, % at 20 µM; hits with a dose series show IC50 in µM. Voltage-dependent N-type calcium channel subunit alpha-1B (Homo sapiens); in the data active means inhibition mostly above about 51%, no sharp cut-off; further: some results filed as inactive read as strong as hits
# Dengue-2 NS5 capping: Dengue-2 NS5 methyltransferase inhibitors, primary screen, biochemical, confirmation dose response (AID 588689). Dengue-2 NS5 methyltransferase capping enzyme assay, biochemical; higher % means a stronger effect. inhibition, % at 25 µM, or IC50 in µM where a hit was titrated. actives 0.3% (n = 340,000); in the data active means a potency from the dose series
# XIAP antagonists: XIAP antagonists, biochemical, IAP family, fluorescence polarization (AID 1018). E3 ubiquitin-protein ligase XIAP (Homo sapiens). XIAP BIR domain, fluorescence polarization peptide displacement; higher % means a stronger effect. displacement, % at 20 µM, or IC50 in µM where a hit was titrated. actives 0.007% (n = 200,000); in the data active means displacement above about 50%; further: a part of the inactive calls stands beside numbers as strong as those of hits
# SIAH1 antagonists: Siah-1 peptide-binding antagonists, primary screen, biochemical, fluorescence polarization, rhodamine-plectin, uHTS (AID 1817); E3 ubiquitin-protein ligase SIAH1 (Homo sapiens); Siah-1 / rhodamine-plectin peptide fluorescence polarization; higher % means a stronger effect; one-dose displacement, % at 20 µM; IC50 in µM for titrated hits; actives 0.02% (n = 290,000);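 active means displacement of at least 50% at 20 µM, with a fluorescence ratio check between 0.3 and a set limit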;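 further: plate controls were Siah plus tracer with DMSO for no effect and tracer alone without Siah for full effect; strong numbers were not always called active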
# Large T inhibition: SV40 large T antigen inhibitors, biochemical (AID 1903); inhibition, % at 20 µM; hits with a dose series show IC50 in µM; SV40 large T antigen ATPase/helicase inhibition assay; higher % means a stronger effect; actives 0.39% (n = 310,000); in the data active means a potency from the dose series; further: strong numbers were not always called active
# Rac1 GTP hydrolysis: MgcRacGAP GTPase-activating activity inhibitors, confirmation, biochemical, ADP Hunter fluorescence; Rac GTPase-activating protein 1 (Homo sapiens); MgcRacGAP-stimulated Rac1 GTP hydrolysis, ADP Hunter fluorescence; higher % means a stronger effect; GST-tagged Rac1 F28L mutant substrate; inhibition, % at 30 µM; hits with a dose series show IC50 in µM; actives 0.6% (n = 340,000);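 active means first-screen hits whose inhibition reached a set limit at any dose in the follow-up dose series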;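 further: fluorescence reports GDP produced by GAP-driven GTP hydrolysis; strong numbers were not always called active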
# LYP inhibition: inhibitors of LYP phosphatase, biochemical, fluorescence intensity, uHTS (AID 1779). Tyrosine-protein phosphatase non-receptor type 22 (Homo sapiens). recombinant LYP phosphatase, fluorescence intensity; higher % means a stronger effect. inhibition, % at 11.5 µM; hits with a dose series show IC50 in µM. actives 0.054% (n = 290,000); in the data active means inhibition above about 50%;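 further: plate controls were vehicle with enzyme for no effect and no enzyme for full effect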
# HIV peptide binding: inhibitors of HIV fusion peptide binding, primary screen, biochemical, uHTS, fluorescence dequenching (AID 1986). one-dose inhibition, % at 20 µM; IC50 in µM for titrated hits. cell-free peptide binding, fluorescence dequenching, 30 min; higher % means a stronger effect. actives 0.3% (n = 290,000); in the data active means inhibition mostly above about 52%, no sharp cut-off; inactive means mostly below about 76%; further: some results filed as inactive read as strong as hits
# RSV CPE inhibition: RSV antiviral activity via CPE protection, HEp-2 cells, primary 10 µM value included (AID 2391) | HEp-2 cells, RSV-induced CPE inhibition; higher % means a stronger effect | one-dose CPE inhibition, % at 10 µM; IC50 in µM for titrated hits | actives 0.13% (n = 310,000); in the data active means a potency from the dose series; further: strong numbers were not always called active
# Dengue-2 NS5 capping pilot replicate: second read-out of Dengue-2 NS5 capping, no call of its own (marks repeat the call); inhibition, %; measured here: pilot screen replicate inhibition
# * = called active by the depositor; / = no result given.
SMILES,AID2073,Dengue-2 NS5 capping,XIAP antagonists,SIAH1 antagonists,Large T inhibition,Rac1 GTP hydrolysis,LYP inhibition,HIV peptide binding,RSV CPE inhibition,others
O=C(c1ccc(-n2cnnn2)cc1)N1CCCCC1,2%,2%,-0.3%,2%,23%,6%,0%,2.2%,0.0%,
Cc1occc1-c1nnc(SCC(=O)c2c(N)n(Cc3ccccc3)c(=O)n(C)c2=O)n1C,-19%,-12%,-6.3%,0%,14%,10%,-6%,-6.0%,0.0%,
CCN(CC)S(=O)(=O)c1ccc(S(=O)(=O)N2CCC(C(=O)NC3CCN(Cc4ccccc4)CC3)CC2)cc1,12%,-1%,/,-3%,-2%,8%,-10%,-0.2%,0.0%,
N#C/C(=C\c1ccc(O)c([N+](=O)[O-])c1)C(=O)NCc1ccccc1,3%,24%,-1.5%,9%,33%,2%,-3%,-1.5%,1.5%,
O=C(Oc1cccc(-n2cnnn2)c1)c1ccccc1,-3%,-5%,1.2%,0%,5%,5%,-2%,0.6%,0.2%,
Cc1ccccc1COc1ccc(/C=N/NC(=O)c2nnn(-c3nonc3N)c2CN2CCC(C)CC2)cc1,16%,-13%,/,9%,12%,8%,4%,1.7%,5.4%,
CC(=O)N1CCC(=O)N(C(C)C)c2ccccc21,1%,1%,-3.7%,-4%,2%,5%,-8%,-1.6%,-0.3%,
CCCOc1ccc(Cc2nn3c(=O)/c(=C/c4ccco4)sc3nc2=O)cc1,8%,44%,-2.7%,2%,55%,26%,-2%,41%,2.2%,
Cc1ccc(C(=O)N2CCN(c3ccc(NC(=O)c4cccs4)cc3)CC2)cc1,6%,-1%,/,-4%,26%,11%,-2%,-1.3%,3.0%,
COc1ccc(N2CCN(CCNC(=O)Nc3ccc(C)cc3Cl)CC2)cc1,-12%,-2%,/,-2%,26%,9%,-10%,-0.4%,0.2%,
CN(C)c1ncc(S(=O)(=O)c2ccc(Cl)cc2)c(-c2ccccc2)n1,5%,-3%,-4.3%,2%,-9%,6%,2%,1.7%,8.0%,
COc1ccc(-c2nc(CN3CCCC(C(=O)NC4CCCC4)C3)c(C)o2)cc1 (stereo not drawn),-5%,-4%,-5.7%,1%,11%,5%,-10%,-3.3%,-0.1%,
O=C(Cn1nc(-c2ccccc2)c2ccccc2c1=O)Nc1ccc(O)cc1,3%,-6%,/,-1%,3%,7%,0%,2.0%,1.1%,
O=C(/C=C/c1ccco1)NCc1ccc2c(c1)OCO2,62%,-7%,-4.0%,7%,21%,12%,-6%,19%,1.3%,
COc1ccc(N(C(=O)c2snc(C(N)=O)c2N)C(C(=O)NC2CCCCC2)c2ccc(F)cc2)c(OC)c1 (stereo not drawn),8%,1%,/,4%,5%,4%,-6%,-1.0%,-1.5%,
COc1ccc(CCN(C)CC(=O)Nc2cc(C)nc3ccccc23)cc1OC,-14%,/,/,18%,10%,/,-4%,-0.7%,16%,
Cc1ccccc1OCC(=O)N/N=C/c1ccccn1,-3%,-12%,1.7%,7%,3%,16%,-3%,0.7%,1.2%,
CCOC(=O)NCC(C#CCN(CC)CC)N(CC)CC (stereo not drawn),41%,-4%,-5.5%,4%,14%,7%,-4%,-0.2%,0.2%,
CCOC(=O)Cn1c(=O)oc2cc(S(=O)(=O)NC3CCCCC3)ccc21,10%,-3%,/,11%,10%,18%,-11%,1.0%,0.6%,
OC(COCC1COc2ccccc2O1)CN1CCN(c2ccccc2F)CC1 (stereo not drawn),-5%,-5%,-24%,0%,-2%,3%,0%,-1.8%,-0.8%,
N/C(=N\OC(=O)C1CC1)c1ccc([N+](=O)[O-])s1,0%,5%,/,-2%,10%,-13%,0%,0.3%,1.0%,
OC(CC#CCN1CCCC1)(c1ccccc1)c1ccccc1,7%,-1%,/,3%,13%,9%,-6%,-0.9%,0.7%,
CCOC(=O)C1CCCN(C(=O)c2cc(-c3ccc(C)cc3)nc3ccccc23)C1 (stereo not drawn),3%,-3%,-4.1%,4%,9%,4%,0%,-0.4%,0.7%,
Cc1ccccc1NC(=O)COC(=O)CCc1nc2ccccc2c(=O)[nH]1,0%,-9%,-4.5%,-4%,10%,5%,-11%,0.5%,2.6%,
COc1cccc(CNc2ncc(C(=O)Nc3cc(OC)c(OC)c(OC)c3)c(C)n2)c1,11%,-5%,/,0%,6%,/,-6%,1.3%,1.6%,
CC(C)[C@H](NC(=O)Nc1cccc(C(F)(F)F)c1)C(=O)O,3%,2%,-4.3%,5%,2%,9%,-8%,-0.3%,0.9%,
CC(C)(C)NC[C@H](O)COc1cccc2c1CCCC2=O,/,3%,/,/,22%,2%,/,/,-0.8%,
O=c1c2ccccc2ncn1-c1ccc(Cl)cc1Cl,2%,/,/,1%,5%,/,-4%,1.1%,1.4%,
OCC1(Cc2cccc(Cl)c2)CCCN(Cc2cn[nH]c2C2CCCCC2)C1 (stereo not drawn),0%,0%,-5.5%,0%,12%,12%,-11%,-1.3%,0.0%,
NC1=NC(c2cccc(Cl)c2)N(CCc2ccc(F)cc2)C(N)=N1 (stereo not drawn),-2%,-2%,/,3%,28%,7%,-5%,1.0%,1.1%,
CC1(C)C(=O)Nc2ccccc2N1C(=O)COC(=O)COc1cccc(C(F)(F)F)c1,/,-1%,/,/,13%,3%,/,/,-1.1%,
Cc1sc2ncnc(OCC(=O)N3CC(=O)Nc4ccccc43)c2c1C,-14%,-12%,-12%,-2%,8%,3%,-1%,-0.2%,-0.2%,
CC(C)c1ccc(C(C)NC(=S)NC2CCCCC2)cc1 (stereo not drawn),-2%,-6%,/,10%,18%,3%,-2%,-0.7%,4.1%,
C#CCOCCOCCOCCNc1nc(N2CCN(C(=O)[C@H](CCCCN)n3cc([C@@H](N)CC(C)C)nn3)CC2)nc(N2CCN(C(=O)[C@H](Cc3ccc(O)cc3)n3cc([C@@H](N)CC(C)C)nn3)CC2)n1,5%,/,-4.7%,4%,0%,/,-13%,-0.6%,-1.5%,
COc1cc(C2C(C#N)=C(C)NC(C)=C2C#N)cc(OC)c1OC,4%,7%,-6.2%,1%,3%,11%,-4%,-1.0%,0.6%,
CCn1c(SCC(=O)Nc2nc(C)c(C)s2)nc2cccnc21,-4%,-10%,-9.6%,21%,10%,4%,-1%,1.7%,4.8%,
CCC(C)(C)C1CCC(NC(=O)N2CCN(c3ccccc3O)CC2)CC1 (stereo not drawn),-3%,-6%,/,-1%,7%,7%,-5%,-4.1%,2.0%,
CCCCC1=NN2CCS(=O)(=O)N=C2S1,-1%,2%,2.4%,-8%,6%,1%,-3%,-2.1%,-0.7%,
COCCn1c(C)cc(C(=O)CSc2cc(C)c3ccccc3n2)c1C,-13%,-8%,-2.4%,1%,9%,-2%,7%,1.8%,8.2%,
CCOC(=O)CCNC(=O)CCc1nnc(CCCc2ccccc2)o1,6%,6%,/,5%,2%,2%,0%,-0.1%,1.1%,Dengue-2 NS5 capping pilot replicate=-1.8
COCCNC(=O)CCC(=O)NNc1nc2ccccc2c2nc(-c3ccccc3)nn12,-11%,-7%,5.1%,1%,28%,12%,-12%,-0.1%,2.8%,
Cc1ccccc1C(=O)NNC(=S)NC(=O)c1ccccc1,-15%,-7%,-14%,-6%,20%,4%,5%,0.3%,-1.6%,
CC(=O)N1c2ccc(S(=O)(=O)N3CCC(C(=O)NC4CCCC(C)C4C)CC3)cc2CC1C (stereo not drawn),4%,-1%,/,-3%,/,-2%,-6%,-1.1%,0.6%,
CCCCNC(=S)NNC(=O)c1c(C)nc2ccccn12,1%,1%,1.0%,-6%,17%,11%,-5%,-2.0%,0.8%,
COc1ccc(OC)c(N2C(=O)CC(Cc3cc(C)cc(C)c3)C2=O)c1 (stereo not drawn),14%,-4%,2.4%,-5%,-24%,8%,-5%,-1.4%,0.2%,
COc1ccc(CC(=O)NCCCc2ccccc2)cc1OC,10%,-4%,/,-1%,-3%,5%,-6%,-1.7%,16%,
COc1ccccc1NC(=O)Nc1ccc(F)c(F)c1,10%,/,-2.5%,-8%,8%,6%,4%,-1.0%,19%,
COc1ccc(-c2csc(NC(=O)c3ccco3)n2)cc1,9%,5%,-2.7%,-15%,21%,8%,-2%,-2.4%,5.9%,
CC(C)C1NC(=S)N(C2CCCCC2)C1=O (stereo not drawn),10%,0%,-3.9%,0%,3%,-4%,-5%,-1.4%,1.5%,
O=Cc1cccn1Cc1ccccc1[N+](=O)[O-],-12%,/,-2.7%,2%,8%,0%,-6%,0.3%,0.4%,

# Looked up by structure from the entries so far:
SMILES,AID2073,Dengue-2 NS5 capping,XIAP antagonists,SIAH1 antagonists,Large T inhibition,Rac1 GTP hydrolysis,LYP inhibition,HIV peptide binding,RSV CPE inhibition,others
CC(=O)N1c2ccc(S(=O)(=O)N3CCC(C(=O)NC4CCCC(C)C4C)CC3)cc2CC1C (stereo not drawn),4%,-1%,/,-3%,/,-2%,-6%,-1.1%,0.6%,
COCCNC(=O)CCC(=O)NNc1nc2ccccc2c2nc(-c3ccccc3)nn12,-11%,-7%,5.1%,1%,28%,12%,-12%,-0.1%,2.8%,
CCCCNC(=S)NNC(=O)c1c(C)nc2ccccn12,1%,1%,1.0%,-6%,17%,11%,-5%,-2.0%,0.8%,
O=Cc1cccn1Cc1ccccc1[N+](=O)[O-],-12%,/,-2.7%,2%,8%,0%,-6%,0.3%,0.4%,
CC(C)C1NC(=S)N(C2CCCCC2)C1=O (stereo not drawn),10%,0%,-3.9%,0%,3%,-4%,-5%,-1.4%,1.5%,
COc1ccc(-c2csc(NC(=O)c3ccco3)n2)cc1,9%,5%,-2.7%,-15%,21%,8%,-2%,-2.4%,5.9%,

# Next entries follow:
SMILES,AID2073,Dengue-2 NS5 capping,XIAP antagonists,SIAH1 antagonists,Large T inhibition,Rac1 GTP hydrolysis,LYP inhibition,HIV peptide binding,RSV CPE inhibition,others
Cc1noc(C)c1C(=O)N(CC(=O)NC1CCCC1)Cc1ccccc1F,3%,-3%,-2.3%,-2%,9%,6%,-5%,-0.2%,2.2%,
COc1cc(CN2CCNC(=O)C2CC(=O)O)cc(OC)c1 (stereo not drawn),7%,/,-6.5%,1%,0%,7%,-3%,1.0%,2.3%,
CCOc1cc(CN2CCCC(CNC(=O)c3ccc(F)cc3)C2)ccc1OC (stereo not drawn),1%,-3%,/,-7%,15%,15%,-10%,-0.7%,-1.3%,
CCOC(=O)C1(Cc2ccccc2)CCN(Cc2ccc(C3CCCCO3)s2)CC1 (stereo not drawn),14%,-1%,/,11%,18%,-16%,-7%,-1.3%,13%,
Cc1nnc(NC(=O)c2ccccc2NC(=O)c2ccccc2)s1,22%,-9%,/,4%,6%,10%,-1%,3.1%,1.5%,
COc1ccc(CC(=O)N/N=C/c2cccs2)cc1OC,3%,1%,/,-6%,5%,6%,-7%,-0.6%,2.9%,
N=c1ccn(CC(=O)NC(N)=O)c2ccccc12,-6%,-3%,0.6%,3%,9%,3%,-5%,-0.4%,1.5%,
CC(C)(C)OC(=O)N1CCC[C@H]1C(=O)N/N=C/c1cccc2nccnc12,9%,/,/,6%,8%,/,-6%,1.1%,1.9%,

# From PubChem BioAssay
